Assay outcomes from PubChem.
PP5 inh: blocks human protein phosphatase 5 activity; inhibition, % at 6.7 µM; purified PP5c, OMFP substrate fluorescence; hit rate 0.18% among 320,000;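 active = inhibition above the campaign's mean inhibition across all tested compounds plus 3 SD, cut at about 9.5% in these data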;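 also: 0% = DMSO only and 100% = 100 µM cantharidin control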
VLA-4 inh: inhibition in a human VLA-4 binding assay | P13612 | VLA-4 expressing cells, ligand binding flow cytometry | inhibition, % (about 7 µM as worked out from the volumes in the protocol) | hit rate 0.2% among 330,000 | AID 2557; in the data active = inhibition above about 50%
procasp3 activ: activators of human procaspase-3. recombinant procaspase-3 D3A, Ac-DEVD-pNA absorbance 405 nm. hit rate 0.11% among 330,000. P42574. activation, % at 8.5 µM;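 active = activation above the mean of all tested compounds plus 3 SD, cut at about 21% in these data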;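 also: 0% = DMSO alone and 100% = DMSO wells spiked with extra 5 µM PC-3 D3A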
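Test system: Procaspase-3 D3A mutant; medium: Zinc-free HEPES/NaCl buffer with 0.01% Triton X-100 at pH 7.4; reagent: DEVD-pNA substrate; doses: one concentration, 8.5 µM nominal, 0.8% DMSO; times: 1 h preincubation plus 2 h reaction at 25 °C; signal: Epi-absorbance at 405 nm of released p-nitroaniline, 0 and 120 min; replicates: singlicate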
GRK2 aptamer HTS: human GRK2 inhibition via aptamer displacement. P25098. bead flow cytometry, FAM-aptamer displacement from GRK2. inhibition of aptamer binding, % at 10 µM. hit rate 0.59% among 330,000. AID 488847;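 active = inhibition of aptamer binding above 40%, roughly 3 SD of noise, on plates passing a quality check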;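 also: median bead fluorescence of bound FAM aptamer so fluorescent compounds give negative values; no value below 0 was filed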
Target sequence (P25098 whole entry, looked up): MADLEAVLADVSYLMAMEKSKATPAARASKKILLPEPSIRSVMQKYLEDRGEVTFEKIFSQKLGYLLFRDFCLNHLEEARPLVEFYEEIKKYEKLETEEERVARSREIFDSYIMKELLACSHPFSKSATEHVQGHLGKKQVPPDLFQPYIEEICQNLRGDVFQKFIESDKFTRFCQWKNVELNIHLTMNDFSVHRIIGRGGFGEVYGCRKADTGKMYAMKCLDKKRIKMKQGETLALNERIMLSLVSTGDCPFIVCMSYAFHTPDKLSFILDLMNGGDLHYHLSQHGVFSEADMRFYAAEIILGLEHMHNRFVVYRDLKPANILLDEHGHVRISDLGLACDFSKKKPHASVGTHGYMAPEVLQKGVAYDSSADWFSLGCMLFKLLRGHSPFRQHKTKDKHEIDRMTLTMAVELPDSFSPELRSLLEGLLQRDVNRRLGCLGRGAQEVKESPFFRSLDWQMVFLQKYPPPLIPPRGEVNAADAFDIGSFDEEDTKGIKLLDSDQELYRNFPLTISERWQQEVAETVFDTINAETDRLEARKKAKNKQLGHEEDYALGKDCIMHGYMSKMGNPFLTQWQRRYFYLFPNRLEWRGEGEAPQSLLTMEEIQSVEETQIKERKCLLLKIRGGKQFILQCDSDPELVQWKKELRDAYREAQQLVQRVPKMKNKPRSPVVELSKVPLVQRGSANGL
proCasp7 act: activates human procaspase-7, counter-screen for procaspase-3 activators | recombinant procaspase-7, Ac-DEVD-pNA absorbance 405 nm; D23A/D198A/D206A triple mutant, cannot self-cleave; scale: DMSO 0, 5 µM enzyme 100 | activation, % at 8.5 µM | hit rate 0.093% among 330,000;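 active = percent activation above the screen-wide mean plus 3 SD, cut at about 25% in these data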
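Replicates: singlicate. Assay system: Procaspase-7 triple mutant (PC-7 D3A). Signal: 405 nm absorbance of p-nitroaniline. Times: 1 h preincubation, 2 h reaction. Buffer or medium: Zinc-free HEPES pH 7.4 with 300 mM NaCl, 0.01% Triton X-100. Also added: DEVD-pNA substrate. Benchmarks: DMSO wells as 0%, DMSO with 5 µM added PC-7 as 100%.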
HCV core dimer: blocks dimerization of HCV core protein; TR-FRET GST/Flag-core106 dimerization, 1536-well; inhibition, % at 5 µM; hit rate 0.33% among 300,000;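 active = inhibition above the mean of all tested compounds plus 3 SD, set per screening campaign, cut at about 45% in these data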
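System – GST-tagged and Flag-tagged HCV core protein residues 1-106 · Repeats – one well for each compound · Technique – TR-FRET 671 and 617 nm emission · Doses – one concentration, 5 µM, in 0.5% DMSO · Times – 4 h, 22.5 °C incubation · Also added – Eu donor and XL665 acceptor anti-tag antibodies · Measure – percent inhibition of core106 dimerization signal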
GASC-1 inh: inhibitors of human GASC-1 (JMJD2C) demethylase. GST-JMJD2C(1-420) H3K9me3 demethylation, DELFIA europium. inhibition, % at 2.35 µM. hit rate 0.069% among 330,000. AID 2099;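 active = more than half of a compound's replicate wells show inhibition beyond 50%, single wells judged on their own value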;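 also: signal counts dimethyl H3K9 product captured on neutravidin plate; 0% = median of DMSO wells and 100% = 0.3 times that DMSO median; strong numbers were not always called active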
Fh CTSL1 inh: counter-screen for PFM18AAP inhibitors: inhibitors of F. hepatica cathepsin L1; hit rate 0.49% among 300,000; inhibition, % at 5.96 µM; AID 1906; recombinant F. hepatica cathepsin L1, Z-Leu-Arg-MCA fluorescence;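 active = inhibition above the mean of all tested compounds plus 3 SD, set per screening campaign, cut at about 17% in these data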;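 also: 0% = plate median of test compound wells and 100% = 1 µM Z-Phe-Ala-diazomethylketone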
PP1 counter: blocks human PP1-alpha phosphatase, a PP5 counter-screen | purified PP1alpha, OMFP fluorescence | inhibition, % at 6.7 µM | hit rate 0.9% among 320,000 | P62136;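 active = inhibition above the mean inhibition of all tested compounds plus 3 SD, computed separately for each screening campaign, cut at about 15% in these data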
Target sequence (P62136 whole entry, looked up): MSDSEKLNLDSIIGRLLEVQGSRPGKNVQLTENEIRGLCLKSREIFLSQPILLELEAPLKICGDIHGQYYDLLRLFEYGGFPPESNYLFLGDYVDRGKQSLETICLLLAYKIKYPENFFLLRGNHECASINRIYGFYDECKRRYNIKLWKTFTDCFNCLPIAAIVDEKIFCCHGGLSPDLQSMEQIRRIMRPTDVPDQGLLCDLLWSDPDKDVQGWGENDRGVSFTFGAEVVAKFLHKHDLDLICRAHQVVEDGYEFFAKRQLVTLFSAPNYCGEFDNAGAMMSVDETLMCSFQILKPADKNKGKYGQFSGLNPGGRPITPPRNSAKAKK
The depositor's hits bear a star; / = not tested or not shown.

SMILES	PP5 inh	VLA-4 inh	procasp3 activ	GRK2 aptamer HTS	proCasp7 act	HCV core dimer	GASC-1 inh	Fh CTSL1 inh	PP1 counter
CCNc1nc(NCC)nc(SCCOC(=O)COc2ccc(Cl)cc2Cl)n1	0.1	-1	-5	0	1	3	3	1	3
Cc1nn(-c2ccccc2)c(C)c1/C=N/n1c(-c2ccc(Cl)cc2)n[nH]c1=S	1.2	10	-1	0	-11	32	-17	6	1
C=CCNC(=S)NNC(=O)COc1ccc(Br)cc1	3.3	5	-15	1	-18	-5	-4	-3	1
C#CCNC(=O)C1CCN(c2cc(C)nc(-c3ccccc3)n2)CC1	-0.4	12	5	0	14	-1	51	2	1
COc1ccc(C(=O)OCc2cc(=O)n3c(C)csc3n2)cc1F	0.5	6	14	0	2	/	5	/	-3
Cc1ccc(N(CC(=O)N2CCCCCC2)S(=O)(=O)c2ccccc2)cc1	2.0	11	-3	0	-2	-3	-1	5	1
CCC(Sc1nc(-c2ccccc2)cc(=O)[nH]1)C(=O)O (stereo not given)	1.5	-2	4	0	-3	2	8	-3	-4
CCCOc1ccc(/C=N/Nc2ccccn2)cc1OC	0.2	11	-6	0	-2	-3	-4	4	0
O=C(c1ccc(-c2cc(O)c3ncccc3c2)cc1)N1CCNCC1	/	19	-2	0	-3	/	/	/	/
COC(=O)c1cccc(NC(=O)c2nn(C)c(=O)c3ccccc23)c1	-0.2	6	3	0	11	14	1	3	-2
O=C(COc1c(Br)cc(Br)c2cccnc12)N1CCCCC1	-0.6	13	-2	3	4	10	9	-1	-1
CCOC(=O)C1=C(CN2CCc3ccccc32)NC(=O)NC1c1cccc([N+](=O)[O-])c1 (stereo not given)	0.9	-8	-2	1	3	6	-2	1	5
CC(O)c1cccc(NC(=O)CCCc2ccccc2)c1 (stereo not given)	0.3	9	0	0	0	-5	-3	2	-3
COc1ccc(CNC(=O)C(=O)NCC2OCCN2C(=O)c2ccc(OC)cc2)cc1 (stereo not given)	-4.2	-7	2	1	-6	12	-5	1	-1
O=C(NCC(c1cccnc1)N1CCN(c2ccccc2F)CC1)OCc1ccccc1 (stereo not given)	2.4	1	-1	0	13	2	1	-1	1

Arranged by heavy-atom count (falling): three of the compounds above
SMILES	PP5 inh	VLA-4 inh	procasp3 activ	GRK2 aptamer HTS	proCasp7 act	HCV core dimer	GASC-1 inh	Fh CTSL1 inh	PP1 counter
CCOC(=O)C1=C(CN2CCc3ccccc32)NC(=O)NC1c1cccc([N+](=O)[O-])c1 (stereo not given)	0.9	-8	-2	1	3	6	-2	1	5
O=C(c1ccc(-c2cc(O)c3ncccc3c2)cc1)N1CCNCC1	/	19	-2	0	-3	/	/	/	/
CC(O)c1cccc(NC(=O)CCCc2ccccc2)c1 (stereo not given)	0.3	9	0	0	0	-5	-3	2	-3

Later entries
SMILES	PP5 inh	VLA-4 inh	procasp3 activ	GRK2 aptamer HTS	proCasp7 act	HCV core dimer	GASC-1 inh	Fh CTSL1 inh	PP1 counter
Cc1ccc(N2CC(C(=O)OCc3ccc([N+](=O)[O-])cc3)CC2=O)cc1 (stereo not given)	-1.1	0	3	0	16	0	-6	-21	-1
COc1cc(/C=N/NC(=O)Cc2cccs2)c([N+](=O)[O-])cc1OC	-1.6	30	-7	3	6	2	-6	0	-1
O=C(O)CN1C(=O)S/C(=C\c2cccnc2)C1=O	0.1	3	-7	5	-17	-2	0	3	1
O=c1[nH][nH]c(C(F)(F)F)c1C=NCc1cccc(Cl)c1	0.5	-2	-1	1	-2	0	-5	1	3
CC(C)(C)NC(=O)NC(=O)COC(=O)CNC(=O)c1cc(Cl)cc([N+](=O)[O-])c1	-0.2	4	3	1	10	-1	-1	-3	-4
O=C(C1=C[C@@H](c2ccc(C(F)(F)F)cc2)C[C@@H](OCCCCO)O1)N1CCOCC1	0.5	-8	6	2	1	-2	-1	-1	0
COc1ccc(N2C(=O)CC(N3CCC(c4nc5ccccc5[nH]4)CC3)C2=O)cc1 (stereo not given)	0.5	-5	-18	0	-22	3	7	5	-3
CCCN1CN(Cc2ccco2)c2nc3ccccc3n2C1	2.1	-5	2	0	4	-1	8	-2	1
CCOc1ccccc1N1C(=O)CC(Sc2ncccc2C(=O)O)C1=O (stereo not given)	1.6	12	7	0	6	5	3	-2	0
CCOC(=O)CC(NC(=O)c1ccc(C)cc1)c1ccc(OC)cc1 (stereo not given)	-1.2	12	-8	0	-3	7	-29	2	-2
COc1ccc(C(=O)NC(C)c2nnc(SCC(=O)NC3CCCC3)n2C)cc1 (stereo not given)	-0.2	-3	8	0	6	-7	/	-2	3
O=C(Nc1nnc(-c2ccc(Br)cc2)o1)C1=COCCO1	0.1	-4	-6	2	10	-3	0	-3	3
COc1ccc(CC(=O)OCc2nnc(-c3ccccc3)o2)cc1	1.1	-7	4	0	-7	2	3	2	-5
Cc1c2ccccc2nc2c(F)c(N(C)C)c(F)c(F)c12	3.1	-12	-7	3	1	1	-5	-1	2
CCn1c(SCC(=O)c2ccccc2)nc2sc3c(c2c1=O)CCN(C)C3	-0.3	-5	1	16	2	9	0	4	11
COc1cc(S(=O)(=O)N(Cc2cccs2)C2CC2)ccc1-n1cnnn1	-0.2	-2	6	4	-1	5	-12	-2	-5
C[C@@H](OC(=O)N(C)Cc1ccccc1)[C@H]1O[C@]2(C)CCCC[C@H]1O2	-0.3	0	2	2	0	/	1	/	-9
CCn1c(Sc2nc(C)nc3scc(-c4cccs4)c23)n[nH]c1=O	3.4	12	-2	6	3	3	3	-4	-4
CCN1c2ccccc2-c2nc3ccccc3n2C1c1ccncc1 (stereo not given)	0.8	9	-8	1	5	3	5	5	0
O=C(CNC(=O)c1ccccc1F)Nc1ccc2c(c1)OCO2	/	-5	-5	6	-9	/	9	/	/
CCOC(=O)NNc1ccccc1	-0.4	-9	-2	0	4	-4	-4	-4	-4
COC(=O)Cc1cc(OC)c(OC)cc1Cc1cc(OC)c(OC)cc1CC(=O)OC	0.9	7	7	0	3	-6	6	2	1
CC(=O)c1ccc(NC(=O)CCNS(=O)(=O)c2ccccc2F)cc1	2.7	-8	-3	0	7	-5	-33	3	3
CC(=O)N1CCN(CC(=O)Nc2ccc([N+](=O)[O-])cc2Br)CC1	1.2	-4	-2	0	0	-1	14	1	-1
CCCC[C@H]1COCCS(=O)(=O)N1Cc1ccc(Br)cc1	3.4	5	7	0	3	-1	-3	4	10
CCOC(=O)c1c(NC(=O)c2ccc(S(=O)(=O)N3CCOCC3)cc2)sc2c1CCN(C)C2	5.1	9	-7	0	-20	8	7	1	0
Nc1ccc(SC(F)(F)F)cc1	-1.1	20	5	3	1	0	-6	-3	-1
COC(=O)c1c(-c2cccnc2)csc1NC(=O)c1cc(C)on1	2.4	-5	-3	0	-10	7	7	1	-2
COc1ccccc1NC(=O)CSc1nc(N)c(-c2ccccc2)c(=O)[nH]1	2.1	-11	-2	12	8	3	-7	-5	-1
OCc1cn(-c2ccc(Cl)cc2)nn1	3.4	0	-1	0	3	2	4	-1	-5
C(=C\c1nc(-c2ccccc2)no1)/c1ccccc1	-0.2	-8	-2	1	3	-2	6	-1	1
FC(F)(F)c1cccc(N2CCC(N=CN3CCCCCC3)=N2)c1	1.6	3	-3	0	-2	-22	3	2	0
O=C(O)c1ccc(S(=O)(=O)N2CCc3ccccc3C2)cc1	0.0	-3	-4	0	-6	-1	0	-4	1
CCN1CCCC1CNC(=O)c1ccc(Sc2ccc(F)cc2)c([N+](=O)[O-])c1 (stereo not given)	-0.5	-3	6	0	1	2	-2	2	1
O=C(NC1C2CC3CC(C2)CC1C3)c1ccc(Br)o1 (stereo not given)	-0.7	4	-4	5	2	-18	51	6	-3
CCCc1nnc(SCC(=O)Nc2cccc(C(F)(F)F)c2)o1	1.1	8	-1	0	0	-4	3	4	-1
COc1cc(CN2CCc3ccccc3C2)ccc1O	1.4	14	-4	6	-4	1	4	-4	-3
CCSc1nnc(-c2cccc(S(=O)(=O)N(CC)CC)c2)n1Cc1ccccc1	-0.1	5	0	4	18	6	41	1	-3
Cc1ccc(C(=O)O)cc1NC(=O)Nc1ccc2c(c1)OCO2	-0.8	12	-11	1	-16	1	3	-1	1
CCN(CC)CCC(=O)N1c2ccccc2Sc2ccc(Cl)cc21	0.5	-4	7	2	4	3	-4	-1	-4
COc1ccc(C(=O)NCCc2ccccc2)cc1[N+](=O)[O-]	-2.7	4	3	0	-6	0	-20	1	-8

Filtered by structure: those above with an aryl methoxy group
SMILES	PP5 inh	VLA-4 inh	procasp3 activ	GRK2 aptamer HTS	proCasp7 act	HCV core dimer	GASC-1 inh	Fh CTSL1 inh	PP1 counter
COc1ccc(C(=O)OCc2cc(=O)n3c(C)csc3n2)cc1F	0.5	6	14	0	2	/	5	/	-3
CCCOc1ccc(/C=N/Nc2ccccn2)cc1OC	0.2	11	-6	0	-2	-3	-4	4	0
COc1ccc(CNC(=O)C(=O)NCC2OCCN2C(=O)c2ccc(OC)cc2)cc1 (stereo not given)	-4.2	-7	2	1	-6	12	-5	1	-1
COc1cc(/C=N/NC(=O)Cc2cccs2)c([N+](=O)[O-])cc1OC	-1.6	30	-7	3	6	2	-6	0	-1
COc1ccc(N2C(=O)CC(N3CCC(c4nc5ccccc5[nH]4)CC3)C2=O)cc1 (stereo not given)	0.5	-5	-18	0	-22	3	7	5	-3
CCOC(=O)CC(NC(=O)c1ccc(C)cc1)c1ccc(OC)cc1 (stereo not given)	-1.2	12	-8	0	-3	7	-29	2	-2
COc1ccc(C(=O)NC(C)c2nnc(SCC(=O)NC3CCCC3)n2C)cc1 (stereo not given)	-0.2	-3	8	0	6	-7	/	-2	3
COc1ccc(CC(=O)OCc2nnc(-c3ccccc3)o2)cc1	1.1	-7	4	0	-7	2	3	2	-5
COc1cc(S(=O)(=O)N(Cc2cccs2)C2CC2)ccc1-n1cnnn1	-0.2	-2	6	4	-1	5	-12	-2	-5
COC(=O)Cc1cc(OC)c(OC)cc1Cc1cc(OC)c(OC)cc1CC(=O)OC	0.9	7	7	0	3	-6	6	2	1
COc1ccccc1NC(=O)CSc1nc(N)c(-c2ccccc2)c(=O)[nH]1	2.1	-11	-2	12	8	3	-7	-5	-1
COc1cc(CN2CCc3ccccc3C2)ccc1O	1.4	14	-4	6	-4	1	4	-4	-3
COc1ccc(C(=O)NCCc2ccccc2)cc1[N+](=O)[O-]	-2.7	4	3	0	-6	0	-20	1	-8

Not a hit list; about 2.6% have a hit in one of these screens.
